S100A4 MyoIIA – inhibitors of human S100A4 binding to myosin IIA peptide. P26447. S100A4/TAMRA-MyoIIA peptide fluorescence polarization. inhibition, % at 10.7 µM. 360,000 tested, 0.14% active;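 active = mean inhibition of at least 70% across replicates, with every replicate also reaching that level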
Target sequence (P26447 whole entry, looked up): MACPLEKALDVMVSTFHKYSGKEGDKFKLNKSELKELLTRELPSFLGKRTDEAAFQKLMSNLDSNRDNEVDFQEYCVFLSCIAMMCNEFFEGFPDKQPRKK
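incubation = readout 5 min after mixing, signal stable up to 60 min | system = S100A4 monomer protein | buffer or medium = HEPES pH 7.2 with CaCl2, KCl, NaCl, DTT, Triton | benchmarks = neutral control DMSO, positive control TFP | also added = fluorescent myosin IIA peptide, 5 nM | compound dosing = one concentration per compound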
LGR2 antag – blocks bursicon-induced cAMP signaling via Drosophila LGR2 | inhibition, % at 9.99 µM | 380,000 tested, 0.35% active | HEK293 LGR2, CRE-luciferase, bursicon-stimulated, 4 h | AID 720647;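 active = drop in luminescence signal, shown as inhibition above about 50% in the replicate tests, limit read from the data, passing the limit was not always enough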;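 note: agonist challenge used bursicon conditioned medium at about half maximal strength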
Statin myotox sup – suppression of simvastatin myotoxicity; rescue of ATP level, % at 7.49 µM; 330,000 tested, 0.78% active; AID 602340; C2C12 myotubes + simvastatin, ATP luminescence, 48 h; scaled: DMSO 0, geranylgeraniol control 100;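 active = mean ATP rescue above about 67%, or every replicate alone reaching that limit, limit read from the data, passing the limit was not always enough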;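 note: myotubes were challenged with 10 µM simvastatin during compound exposure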
SIRT5 block – sirtuin-5 (human) deacylase inhibition | Q9NXA8 | Purified SirT5, succinyl-peptide AMC, trypsin-coupled fluorescence | inhibition, % at 15 µM | 330,000 tested, 1.1% active; in the data active = inhibition above about 15%
Target sequence (Q9NXA8 whole entry, looked up): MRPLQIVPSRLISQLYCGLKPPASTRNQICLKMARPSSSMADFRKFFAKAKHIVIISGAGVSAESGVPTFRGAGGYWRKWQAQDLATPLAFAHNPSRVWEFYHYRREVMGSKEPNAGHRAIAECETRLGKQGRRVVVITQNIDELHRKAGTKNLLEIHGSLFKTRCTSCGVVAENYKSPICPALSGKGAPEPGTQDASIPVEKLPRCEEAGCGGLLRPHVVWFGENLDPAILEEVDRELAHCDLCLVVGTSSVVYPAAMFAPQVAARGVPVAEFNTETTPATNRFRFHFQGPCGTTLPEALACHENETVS
esBAF inh – blocks esBAF chromatin remodeling in mouse ES cells. Bmi1-luciferase knock-in reporter, 24 h; 100% = twice the neutral-well signal. reporter increase, % at 12.5 µM. 350,000 tested, 2% active; in the data active = activation above about 40%;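 note: 0% = median of the plate's neutral control wells and 100% = double that signal; a rise in the Bmi1 reporter signal indicates esBAF inhibition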
Casp6 inh – caspase-6 (human) enzyme inhibition. P55212. purified caspase-6, Z-VEID-R110 cleavage fluorescence. inhibition, % at 12.5 µM. 350,000 tested, 0.53% active. AID 686996;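 active = mean inhibition across replicates at least about 35%, with every replicate also reaching that limit, limit read from the data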;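 note: 0% = median of neutral control wells and 100% = no fluorescence left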
Target sequence (P55212 24-179 limits assumed): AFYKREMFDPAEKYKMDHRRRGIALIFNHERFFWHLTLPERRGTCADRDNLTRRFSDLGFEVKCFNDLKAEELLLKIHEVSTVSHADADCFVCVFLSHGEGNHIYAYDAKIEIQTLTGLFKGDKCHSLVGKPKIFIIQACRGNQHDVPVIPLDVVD
Target sequence (P55212 194-293 limits assumed): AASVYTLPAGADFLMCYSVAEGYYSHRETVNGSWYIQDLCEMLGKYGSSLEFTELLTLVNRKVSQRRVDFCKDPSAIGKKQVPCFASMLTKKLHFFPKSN
FN deposition inh – fibronectin deposition inhibition. AH1F fibroblasts, Alexa488-fibronectin deposition fluorescence, overnight. inhibition, % at 12.6 µM. 350,000 tested, 0.086% active;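 active = mean inhibition across replicates of 30% or more, regardless of how many single replicates reach that level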;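 note: positive control wells lacked labelled fibronectin entirely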
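Material: AH1F fibroblast monolayer depositing Alexa488-labelled fibronectin into matrix | Input: 10000 AH1F cells/well | Medium: DMEM plus 2% serum, read in PBS | Reagent: Alexa488-fibronectin, 24 nM final in well | Compound dosing: One dose per compound, pinned | Schedule: 1 h adhesion, overnight exposure | Measured by: Fluorescence at 485 nm excitation, 525 nm emission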
The depositor's hits bear a star; / = not tested or not shown. Only part of the results is shown; rates above refer to the full screens.

canonical_smiles	S100A4 MyoIIA	LGR2 antag	Statin myotox sup	SIRT5 block	esBAF inh	Casp6 inh	FN deposition inh
Cc1ccc(C2NC(c3ccc(C)cc3)C([N+](=O)[O-])C(C)(C)C2[N+](=O)[O-])cc1 (stereo not given)	1.4	9.1	/	-0.4	/	0.0	11.1
CO[C@H]1CN(C)C(=O)c2ccc(NS(=O)(=O)c3cccc(F)c3)cc2OC[C@@H](C)N(Cc2cc(F)ccc2F)C[C@H]1C	-3.0	12.4	31.1	/	0.2	-0.8	-2.4
O=C(CSc1n[nH]c(=O)n1Cc1ccco1)Nc1ccccc1Cl	7.6	/	/	-4.6	/	2.6	6.7
CCN(CC)C(=O)Cn1cc(C(=O)C(=O)N2CCN(Cc3ccccc3)CC2)c2ccccc21	-2.1	7.1	/	2.3	/	0.1	1.1
CCOC(=O)N1CCN(C(=O)Nc2ccc(NC(=O)N3CCN(C(=O)OCC)CC3)cc2)CC1	-1.4	8.9	/	-2.2	/	2.1	-23.4
CSc1ccccc1NC(=O)CN(C)C(=O)CNC(=O)c1ccc(Oc2ccccc2)cc1	1.9	-34.3	6.3	0.8	-10.4	-3.5	-10.8
COC(=O)CN(c1cccc(C)c1)S(=O)(=O)c1ccccc1	-0.4	-13.2	/	-0.1	/	-0.8	-3.6
Cn1c(=O)c2c(nc(Cl)n2CC(=O)NC2(C#N)CCCCC2)n(C)c1=O	-2.2	15.9	-1.3	-6.1	-3.2	-5.9	-2.3
COc1cc(OC)cc(C(=O)NCCSCc2ccc(Cl)cc2)c1	4.1	27.8	-3.5	-4.3	-2.4	1.3	5.7
COc1ccc(OC)c(NC(=O)CSc2nc3scc(C)c3c(=O)[nH]2)c1	0.5	-17.2	27.8	-0.5	-7.2	/	11.0
COc1ccc(S(=O)(=O)c2ccccc2)cc1NC(=O)c1c(F)cccc1F	-14.1	-18.2	-2.3	-3.4	13.1	-2.2	9.5
CO[C@@H]1CN(C)C(=O)c2ccc(NC(=O)Nc3ccc(Cl)cc3)cc2OC[C@H](C)N(C)C[C@@H]1C	2.1	8.2	-21.2	-2.7	0.4	-6.6	-1.2
O=C1NC[C@H](CCCCN2C[C@H](Cc3ccccc3)N(CC3CCCCC3)C(=O)C2=O)N(CC2CCCCC2)C1=O	-2.0	3.1	/	/	/	12.6	-7.6
C[C@@H]1CN([C@@H](C)CO)C(=O)Cc2cc(NC(=O)Nc3ccc4c(c3)OCO4)ccc2O[C@H]1CN(C)Cc1ccc(C(=O)Nc2ccccc2N)cc1	-0.4	-29.3	-4.6	-5.9	-4.5	-0.8	-1.7
Cc1nn(C(=O)CCC(=O)NCc2ccccc2Cl)c2ccccc12	1.2	9.6	2.0	-2.7	-3.4	-1.6	-6.3
CC(=O)Nc1ccc(-n2c(C)ccc2C)cc1	-10.2	/	/	0.7	/	0.7	13.7
COc1ccc2nc(Nc3nc(CSc4nc5ccccc5[nH]4)cc(=O)[nH]3)nc(C)c2c1	-2.8	86.8*	/	/	/	-1.6	-9.9
CCCCc1nc2cc(C(=O)N3CCC[C@H]3CO)ccc2o1	7.7	-3.7	8.1	1.9	36.6	-1.1	-1.2
COc1ccc(Cl)cc1C(=O)OCC(=O)NC1CCCC(C)C1C (stereo not given)	-1.2	-13.9	8.7	0.9	/	-0.7	-4.7
FC(F)(F)COc1nc(N2CCOCC2)nc(N(c2ccccc2)c2ccccc2)n1	/	/	12.4	/	-6.0	/	-3.3
CC1COc2ccccc2N1C(=O)c1ccc(Cl)cc1 (stereo not given)	2.9	3.3	2.2	-3.2	2.6	0.8	4.9
O=C(CCN1C(=O)/C(=C\c2ccc(F)cc2)SC1=S)Nc1ccccc1	-1.5	4.1	-7.3	4.1	-7.9	-1.4	2.1
Cc1ccc(Nc2cc(C(=O)NCCCN3CCOCC3)c3ccccc3n2)cc1C	5.8	-37.2	-8.0	-3.4	19.4	-4.9	0.9
c1ccc2c(-c3nc(-c4ccncc4)no3)cccc2c1	/	-75.5	3.4	/	46.5*	/	4.9
COC(=O)c1ccc(NC(=O)CSc2ccc(-c3ccccn3)nn2)cc1	-4.0	-20.7	4.0	0.0	0.5	-1.3	/

Carrying on:
canonical_smiles	S100A4 MyoIIA	LGR2 antag	Statin myotox sup	SIRT5 block	esBAF inh	Casp6 inh	FN deposition inh
O=C(Nc1ccc(C(=O)N2CCC(N3CCOCC3)CC2)cc1)c1ccc(Br)o1	-7.1	-2.3	-2.2	-1.4	0.0	-0.5	0.6
COC(=O)[C@H](C(C)C)N(Cc1ccccc1)S(=O)(=O)CCN1CCCC1	-2.6	5.4	-11.2	-4.5	-7.2	-0.4	-1.7
C[C@H]1CCCCO[C@@H](CN(C)C)[C@@H](C)CN([C@@H](C)CO)C(=O)c2cc(N(C)C)ccc2O1	7.2	-13.3	51.8	-1.8	-7.0	-1.5	/
O=C1N(Cc2cccc(Cl)c2)C[C@@H]2C[C@@H](c3cccn3-c3nccs3)N3CCC[C@@]123	-3.8	14.3	5.4	-4.0	-8.2	-1.7	-2.2
COC(=O)c1cccc(NC(=O)Cc2ccc(OC)cc2)c1C	/	/	-9.9	/	9.8	/	-6.7
Nc1ccccc1C=C1Cc2ccccc2C1=O	1.5	35.0	-1.7	/	-7.5	-4.0	/
COc1ccccc1C(=O)Oc1ccc2c(c1)O/C(=C\c1ccncc1)C2=O	-1.2	1.8	/	4.9	-3.4	-1.4	-0.2
COC(=O)/C(=C\c1c(OC)cc(OC)cc1OC)C(=O)c1ccc2c(c1)OCO2	-5.3	3.1	16.6	-1.9	-1.5	-1.8	8.7
COCC1CCN(Cc2nc(-c3cccs3)no2)C1 (stereo not given)	-10.6	-9.5	/	-2.5	/	-2.7	-17.0
Cc1ccc(OCC(=O)N2CCC3(CC2)CC(=O)c2ccccc2O3)cc1	2.1	13.3	1.0	-1.3	-5.0	6.7	-2.0
Cc1ccc(S(=O)(=O)N2CCOCC2)cc1C(=O)NCc1ccc(F)cc1	/	2.4	3.7	/	0.9	/	-12.9
CO[C@@H]1CN(C)C(=O)c2cc(NC(=O)C3CCC3)ccc2OC[C@H](C)NC[C@H]1C	6.8	33.8	3.1	-0.6	0.4	-2.6	-5.5
CN(C)C(=S)Nc1ccc(Cl)cc1	-3.4	-8.7	-0.1	-1.9	-1.8	3.4	-5.2
O=C(NCc1ccco1)c1csc(Nc2ccccc2Cl)n1	/	/	-6.3	/	-2.8	/	3.5
c1ccc(-c2nnc(SCC3CCCO3)nc2-c2ccccc2)cc1 (stereo not given)	1.4	-6.2	-16.2	-2.9	-4.6	-3.6	-16.7
COc1ccc(C(CNS(=O)(=O)c2ccc(C)cc2)N2CCN(C)CC2)cc1 (stereo not given)	0.3	11.8	-6.6	-3.9	0.3	-1.7	-0.3
CCCNC(=O)CN1CCN(S(=O)(=O)c2ccc(Br)s2)CC1	-8.9	2.1	-0.4	13.9	3.7	0.3	4.7
COc1ccc(-c2[nH]nc3c2C(c2ccccc2OC(=O)N2CCOCC2)C(C#N)=C(N)O3)cc1 (stereo not given)	/	-4.5	-1.0	/	-7.6	/	3.5
CCN(CC(=O)Nc1ccc(OC)cc1)C(=O)c1ccc(N2C(=O)CCC2=O)cc1	-1.0	-6.9	8.9	-3.1	3.6	-0.3	3.8
Cc1noc(C)c1NC(=O)Nc1ccc2c(c1)C(=O)N([C@H](C)CO)C[C@@H](C)[C@@H](CN(C)CC1CCCCC1)O2	-5.8	16.8	-18.0	10.3	0.5	-1.3	-0.2
C[C@@H]1CN([C@H](C)CO)C(=O)c2cc(NS(C)(=O)=O)ccc2O[C@H]1CN(C)C(=O)Nc1ccc2c(c1)OCO2	-1.7	-5.8	-11.1	-5.6	-0.4	-0.1	/
CSc1cccc(NC(=O)CN(c2cccc(C)c2)S(C)(=O)=O)c1	/	/	9.4	/	-2.1	/	-0.8
COc1ccc(S(=O)(=O)NC2CC2)cc1Cl	-0.6	11.2	-0.9	0.3	-3.7	-0.2	1.2
CC(=O)N(C)C[C@@H]1Oc2ncc(C#C[C@@H](C)O)cc2C(=O)N([C@@H](C)CO)C[C@H]1C	17.1	-8.7	8.6	1.8	0.0	2.0	2.4
CCCC#Cc1ccc([C@@H]2[C@@H](CO)N3C(=O)CN(S(=O)(=O)Cc4ccccc4)C[C@H]23)cc1	-10.9	0.1	/	3.6	/	0.9	/

A second format for part of the listing above.
The line under a structure holds: S100A4 MyoIIA	LGR2 antag	Statin myotox sup	SIRT5 block	esBAF inh	Casp6 inh	FN deposition inh
> O=C(Nc1ccc(C(=O)N2CCC(N3CCOCC3)CC2)cc1)c1ccc(Br)o1
  -7.1	-2.3	-2.2	-1.4	0.0	-0.5	0.6
> COC(=O)[C@H](C(C)C)N(Cc1ccccc1)S(=O)(=O)CCN1CCCC1
  -2.6	5.4	-11.2	-4.5	-7.2	-0.4	-1.7
> C[C@H]1CCCCO[C@@H](CN(C)C)[C@@H](C)CN([C@@H](C)CO)C(=O)c2cc(N(C)C)ccc2O1
  7.2	-13.3	51.8	-1.8	-7.0	-1.5	/

The listing continues:
canonical_smiles	S100A4 MyoIIA	LGR2 antag	Statin myotox sup	SIRT5 block	esBAF inh	Casp6 inh	FN deposition inh
CCOc1nc(C)cc(C)c1S(=O)(=O)c1ccc(Cl)cc1	-2.0	5.5	/	0.3	/	-2.0	-0.6
CN(C(=O)COC(=O)CSc1ccc([N+](=O)[O-])cc1)C1CCS(=O)(=O)C1 (stereo not given)	31.1	2.5	-8.3	5.2	-3.2	5.6	1.9
COC(=O)CNC(=O)C1Cc2ccccc2CN1S(=O)(=O)c1ccc(F)cc1 (stereo not given)	3.0	4.6	-8.1	4.3	3.7	2.5	-13.7
O=C(C[C@H]1CC[C@H](NC(=O)Cc2ccccn2)[C@@H](CO)O1)NCCc1ccccc1	5.5	9.4	-1.6	6.4	-1.9	-1.3	/
CN1CCN(c2ccc(NC(=O)c3sc4ccccc4c3Cl)cc2)CC1	1.9	64.2*	-16.5	2.9	-46.3	2.2	7.1
CCCC(=O)Nc1ccc2c(c1)C(=O)N(C)C[C@@H](OC)[C@H](C)CN(Cc1ccccc1OC)[C@H](C)CO2	1.8	2.5	-5.8	-0.4	-1.6	-0.4	/
O=C(COc1ccc(S(=O)(=O)N2CCCC2)cc1Cl)N1CCN(c2ccccc2)CC1	-2.4	8.6	-8.0	-0.8	-1.3	-1.4	/
Cc1cccc(OCC(=O)NCCCNC(=O)c2ccccn2)c1	-1.6	7.3	13.5	-5.5	-5.2	-2.4	-3.5
COc1cc2c(cc1OC)CN(CC(=O)Nc1ccc(F)cc1F)CC2	-4.8	-7.5	4.1	-1.0	-3.9	1.8	-2.8
CN(Cc1cccs1)C(=O)/C=C/c1ccccc1[N+](=O)[O-]	3.9	2.3	/	2.9	/	/	/
CC(=O)c1ccc(-c2ccc(C(=O)NCC(c3ccc(F)cc3)N3CCOCC3)o2)cc1 (stereo not given)	-0.2	-26.5	-7.5	-5.0	18.4	3.8	6.0
O=C(c1cccc(OC2CCN(Cc3cccc(OCCO)c3)CC2)c1)N1CCCC1	3.0	7.0	3.1	-2.1	7.9	-4.3	2.2
C[C@@H]1CN([C@@H](C)CO)S(=O)(=O)c2ccc(C#CC(C)(C)O)cc2O[C@@H]1CN(C)C(=O)CC1CC1	9.7	-7.1	-4.2	3.9	0.9	1.5	7.8
CCCNC(=O)C1CCN(c2ccc(S(=O)(=O)N3CCOCC3)cc2Cl)CC1	-10.1	2.2	/	-0.1	/	20.7	/
Cc1ccccc1C(=O)N1CCCN(C(=O)c2ccccc2C)CC1	/	/	5.0	/	-10.8	/	-5.4
CCOc1ccc(CCNC(=O)c2cn(C)c3ccc(S(=O)(=O)N4CCOCC4)cc3c2=O)cc1OCC	0.3	-14.3	-8.6	-2.8	9.9	1.6	-4.2
O=C(CSc1nnc2c(n1)[nH]c1ccccc12)NCc1ccco1	-3.3	-9.7	/	0.3	/	-4.3	2.8
CN1C(=O)N(S(=O)(=O)c2ccc(F)c(F)c2F)C(=O)C1(C)C	/	/	-1.8	/	5.2	/	4.5
